Bioassay records (PubChem BioAssay)
SR-BI HDL uptake – inhibitors of SR-BI mediated HDL lipid uptake, primary screen, ldlA[mSR-BI] cells, fluorescence, single point. Scavenger receptor class B member 1 (Mus musculus), Q61009. ldlA[mSR-BI] CHO cells, DiI-HDL uptake fluorescence, 3 h. inhibition, % at 12.5 µM. 0.96% of 320,000 active. AID 488896, 2010;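 active means mean replicate inhibition of at least 70% and a set share of replicates each scoring 70 or more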;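 further: 0% = median of neutral control wells and 100% = median of positive control wells; values of inactives mirror those of a sister screen read the other way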
PKA-R2B act – activators of PKA-R2B holoenzyme, primary screen, biochemical, fluorescence polarization, Cy5-IP20, human. activation, % at 11.4 µM. PKA-R2B holoenzyme dissociation; R2B truncated from residue 108, S112A mutant; 0% DMSO only, 100% 113 µM cGMP. 0.079% of 340,000 active;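 active means activation above a cutoff set at the mean over all compounds plus 3 SD, cut at about 18% in these data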;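 further: higher means more holoenzyme dissociation and a rise in polarization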
Target sequence (P31323 whole entry, looked up, other chains not shown, the tested form may be a part): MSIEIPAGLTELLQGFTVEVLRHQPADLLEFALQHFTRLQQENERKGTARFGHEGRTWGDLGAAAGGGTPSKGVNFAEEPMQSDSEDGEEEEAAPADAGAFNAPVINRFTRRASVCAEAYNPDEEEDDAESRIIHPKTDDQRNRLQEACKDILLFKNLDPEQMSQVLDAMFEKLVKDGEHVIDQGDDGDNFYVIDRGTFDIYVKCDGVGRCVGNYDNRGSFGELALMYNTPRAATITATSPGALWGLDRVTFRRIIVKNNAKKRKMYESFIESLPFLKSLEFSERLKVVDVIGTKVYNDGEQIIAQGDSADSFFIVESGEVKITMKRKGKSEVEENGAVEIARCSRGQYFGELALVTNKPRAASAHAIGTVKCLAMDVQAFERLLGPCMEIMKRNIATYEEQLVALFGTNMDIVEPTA
NSD2 HMT inh – NSD2 histone methyltransferase inhibitors, primary screen, biochemical, AlphaScreen, single concentration, set 2; 0.54% of 310,000 active; Histone-lysine N-methyltransferase NSD2 (Homo sapiens), O96028; NSD2 peptide methylation, 120 min; AID 743445, 2014; inhibition, % at 12.5 µM; in the data active means inhibition above about 50%
PKA-R1A act – activators of PKA-R1A holoenzyme, primary screen, biochemical, fluorescence polarization, Cy5-IP20, bovine R1A, mouse PKAc | 0.083% of 340,000 active | PKA-R1A dissociation; scaled: DMSO 0%, 113 µM cGMP 100% | cAMP-dependent protein kinase type I-alpha regulatory subunit (Bos taurus) + … | activation, % at 11.4 µM;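 active means percent activation above the mean of all tested compounds plus 3 SD, cut at about 19% in these data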;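 further: higher means more PKAc released from R1A so a rise in polarization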
Arr AP2 block – inhibitors of beta-arrestin/AP2 binding, primary screen, biochemical, GPCR trafficking, flow cytometry; 0.31% of 340,000 active; AID 504490, 2011; beta-arrestin 1 C-terminal peptide binding to AP2 beta2-adaptin appendage (human); inhibition, % at 10 µM; FITC-arrestin peptide / GST-AP2 beads; AP2 beta2 appendage carries R879A mutation;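 active means inhibition above a set limit, near 3 SD of compounds lacking own fluorescence, cut at about 54% in these data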;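 further: plate controls were DMSO wells for no effect and 5 µM unlabelled arrestin peptide for full effect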
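system = GST-tagged AP2 beta2-adaptin appendage (R879A) on 4 µm glutathione beads | reagent = FITC-labelled arrestin peptide probe, 50 nM final | schedule = compound with beads 12 min RT, then probe 1 h RT | signal = HyperCyt-sampled flow cytometry, FL1 channel, ex 488/em 535 nm | read-out = percent response from loss of bead-bound FITC fluorescence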
Pemphigus Ab inh – inhibitors of pemphigus antibody binding to DSG3, primary screen, biochemical, bead-based, flow cytometry, scFv-GFP; Desmoglein-3 (Homo sapiens), P32926; DSG3-coupled beads, scFv-anti-DSG3-GFP binding; active compounds read low; binding (percent of control), % at 10 µM; 0.48% of 310,000 active; AID 588358, 2011;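 active means binding more than 3 SD below its plate's average and above zero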;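 further: hits lower antibody fragment binding to DSG3; some compounds called inactive have numbers as strong as hits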
CDK5 p35 inh – inhibitors of human CDK5/p35 kinase, primary screen, biochemical, single concentration; Recombinant CDK5/p35, ADP-Glo luminescence, 60 min; inhibition, % at 10 µM; 0.01% of 330,000 active; AID 488839, 2010;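 active means highest replicate inhibition of at least 50% and at least 75% of replicates reaching 50%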;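 further: plate controls were DMSO neutral control for no effect and GW8510 at 10 µM for full effect; many of its hits are not listed in these tables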
Mot1-301 SUMO – yeast Mot1-301 growth rescue at high temperature, primary screen, SUMOylation pathway inhibitor project, S. cerevisiae, ATP luminescence, 38.5C. growth rescue, % at 18.8 µM. 1% of 320,000 active. AID 2716, 2010. S. cerevisiae Mot1-301 growth rescue; percent above DMSO median, 100 means doubled;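 active means every valid replicate shows activation above 250% relative to neutral control wells; inactive means the rest, any valid replicate at or below 250%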;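 further: OY570 slx delta 5 strain wells were the positive control but not used for scaling; some compounds called inactive have numbers as strong as hits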
dFosB act – activators of delta FosB homodimer, primary screen, biochemical, fluorescence polarization, TAMRA-CDK5 oligo, single point; activation, % at 25 µM; 0.99% of 340,000 active; Protein FosB (Mus musculus), P13346; AID 493131, 2011; purified delta FosB; percent of positive-control signal above neutral wells;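 active means mean activation above about 17%, with every replicate also reaching it, limit read from the data, passing the limit was not always enough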;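 further: fluorescence polarization rise as delta FosB binds a TAMRA Cdk5 AP-1 oligo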
Target sequence (P13346 whole entry, looked up): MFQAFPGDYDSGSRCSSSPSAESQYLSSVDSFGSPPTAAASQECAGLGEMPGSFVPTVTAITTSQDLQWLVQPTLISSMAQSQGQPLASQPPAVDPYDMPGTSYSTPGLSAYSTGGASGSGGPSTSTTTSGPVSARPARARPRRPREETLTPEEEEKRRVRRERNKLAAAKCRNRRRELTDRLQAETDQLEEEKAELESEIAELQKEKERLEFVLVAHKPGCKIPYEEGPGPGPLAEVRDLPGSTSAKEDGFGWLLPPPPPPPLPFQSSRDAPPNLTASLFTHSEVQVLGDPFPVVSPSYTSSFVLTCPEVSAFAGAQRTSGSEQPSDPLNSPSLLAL
MITF act – activators of MITF-driven TRPM1 promoter reporter, primary screen, cell-based, SK-MEL-5, luciferase, single point; SK-MEL-5 TRPM1-promoter luciferase, 24 h; % of positive control, neutral wells = 0; activation, % at 12.5 µM; 0.75% of 300,000 active;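 active means mean activation of at least 80% with every replicate also reaching 80%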;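 further: 0% = neutral control wells and 100% = parthenolide positive control wells; values of inactives mirror those of a sister screen read the other way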
SR-BI DiI-HDL act – activators of SR-BI mediated DiI-HDL uptake, primary screen, ldlA[mSR-BI] CHO cells, DiI fluorescence; 3 h; 100 = double the neutral-control signal; 0.096% of 320,000 active; activation, % at 12.5 µM;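 active means mean replicate activation of at least 60% and every replicate at or above 60%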;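 further: 0% = median plate neutral-control signal and 100% = twice that signal; values of inactives mirror those of a sister screen read the other way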
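Test system: SR-BI-overexpressing, LDLR-lacking CHO cells; Also added: labelled HDL, 10 µg/mL; Measured by: bottom-read cell fluorescence after medium removal, ex 550/em 595 nm; Timing: 3 h uptake period with compound, 37 °C; Buffer or medium: F12, 0.5% BSA, 25 mM HEPES; Doses: single compound concentration, delivered by pin transfer.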
* hit, by the source's call; · = not tested or not shown.

SMILES | SR-BI HDL uptake | PKA-R2B act | NSD2 HMT inh | PKA-R1A act | Arr AP2 block | Pemphigus Ab inh | CDK5 p35 inh | Mot1-301 SUMO | dFosB act | MITF act | SR-BI DiI-HDL act
COc1ccccc1NC(=O)C[n+]1ccccc1C | -7 | 12 | -2 | 4 | -6 | 115 | -0.7 | -8 | 0 | · | 7
COc1ccc(OCc2cccc(C(=O)Nc3ccc(CN4CCCCC4)cc3)c2)cc1 | 9 | 1 | -1 | 3 | 0 | 107 | 0.4 | 7 | 1 | 13 | -9
Cc1nn(Cc2ccc(F)cc2)c(C)c1NC(=O)c1nn(C)cc1Cl | 0 | -3 | -4 | -5 | 9 | 100 | 0.5 | -11 | 6 | · | 0
CCCCCCSc1ccc([C@H]2N[C@@](CC(C)C)(C(=O)OC)[C@H]3C(=O)N(CC)C(=O)[C@@H]23)cc1 | 0 | -5 | · | 4 | 29 | 97 | 0.6 | 212 | 4 | -2 | 0
CCOC(=O)Cc1csc(NC(=O)CSc2ncnc3c2cnn3-c2ccccc2Cl)n1 | 6 | -2 | 13 | 3 | 1 | 103 | -0.1 | · | -7 | -12 | -6
COC(=O)CN1C(=O)C(O)(CC(=O)c2ccccc2)c2ccccc21 (stereo not drawn) | -6 | 12 | -1 | 0 | 9 | 99 | 0.6 | 18 | 2 | -2 | 6
Nc1ccc(OCc2ccccc2)cc1 | -4 | -3 | · | 0 | -3 | 108 | 0.5 | 362 | 2 | 18 | 4
O=C(c1cc(-c2ccc(Cl)c(Cl)c2)on1)N1CCCCCC1 | · | 6 | 81* | -5 | 21 | · | -1.2 | 5 | -12 | 131* | ·
CC(C)CN(C(=O)COC(=O)CCCc1c[nH]c2ccccc12)c1c(N)n(Cc2ccccc2)c(=O)[nH]c1=O | 34 | -6 | 0 | 0 | 25 | · | 0.4 | -22 | 7 | -4 | -34
CCOC(=O)c1c(C)[nH]c(C(=O)COC(=O)CCC(=O)c2ccc3c(c2)OCCO3)c1C | 28 | 7 | -3 | 10 | -4 | 97 | 0.1 | 11 | -7 | · | -28
C=CCN1CCOc2ccc(C)cc2S1(=O)=O | -2 | -1 | · | -3 | -8 | 100 | 0.1 | · | -3 | 11 | 2
CS(=O)(=O)CCC(C(=O)OCc1ccc(Cl)cc1)N1C(=O)c2ccccc2C1=O (stereo not drawn) | -4 | -8 | 21 | -4 | 6 | 86 | 0.8 | -3 | -11 | -4 | 4
CCN(CC)CCOc1c(Br)ccc2c1sc1nc3n(c(=O)c12)CCC3 | 15 | -5 | 43 | -5 | -4 | 99 | -0.8 | -5 | -44 | · | -15
CCOc1ccc(C(=O)N2CCN(c3ncccn3)CC2)cc1 | -8 | -3 | -1 | 8 | 4 | 94 | 0.1 | -9 | 1 | -10 | 8
CCOC(=O)C1CCCCN1C(=O)c1ccc2nc(Cc3ccc(OC)cc3)oc2c1 (stereo not drawn) | 9 | -1 | 1 | 0 | 29 | · | 0.6 | -2 | -14 | -4 | -9
COc1ccc([C@H]2CC(=O)C=C(/C=C/c3ccc(Cl)cc3)C2)cc1 | -6 | -4 | · | -9 | -1 | · | -0.3 | -14 | 0 | 55 | 6
N#CC1=C(N)C(C#N)(C#N)[C@H](c2c(F)cccc2F)[C@H]2CC3(CC=C12)OCCO3 | 29 | 4 | 0 | -8 | 26 | 102 | 5.7 | 0 | -1 | -8 | -29
CC1=C(C(=O)OCC2CCCO2)C(c2ccc(O)cc2)NC(=O)N1 (stereo not drawn) | -5 | 5 | 0 | 3 | 9 | 101 | 0.6 | -5 | -3 | 9 | 5
CC1=C(C(=O)Nc2cccnc2)C(c2ccc(C(C)C)cc2)n2ncnc2N1 (stereo not drawn) | -9 | -20 | · | -3 | -7 | 99 | -1.5 | · | 1 | 1 | 9
N#CCC(=O)Nc1ccc(C(=O)OCC(=O)NCCCc2ccccc2)cc1 | 26 | -5 | 0 | 8 | 21 | 91 | 1.3 | -9 | -9 | -6 | -26
Cc1cccc(C)c1NC(=O)C(c1ccc([N+](=O)[O-])cc1)N1CCCCC1 (stereo not drawn) | 14 | -10 | · | 0 | 19 | · | -1.2 | -11 | -2 | · | -14
C#CCn1c(C)cc(C)c(S(=O)(=O)c2ccccc2)c1=O | -18 | 3 | -3 | 3 | 35 | 104 | 0.6 | · | 1 | 7 | 18
CCOC(=O)N1CCN(S(=O)(=O)N2CCCC(C(=O)NCCc3ccc(Cl)cc3)C2)CC1 (stereo not drawn) | 28 | 4 | -2 | -11 | 5 | · | -1.1 | 6 | -15 | -4 | -28
CS(=O)(=O)N1CCc2cc(C(=O)Nc3ccc(COCC(F)(F)F)cc3)ccc21 | 30 | 7 | -1 | 2 | 4 | 93 | 1.5 | 14 | -5 | -5 | -30
C=CCOC(=O)C1=C(C)Nc2ncnn2C1c1cc(Br)ccc1F (stereo not drawn) | 22 | -5 | -3 | 13 | 12 | 101 | -0.8 | -13 | -7 | · | -22

(further entries)
SMILES | SR-BI HDL uptake | PKA-R2B act | NSD2 HMT inh | PKA-R1A act | Arr AP2 block | Pemphigus Ab inh | CDK5 p35 inh | Mot1-301 SUMO | dFosB act | MITF act | SR-BI DiI-HDL act
O=C(O)CCC(=O)NN1C(=O)c2ccccc2NC1c1ccco1 (stereo not drawn) | · | 8 | -2 | -6 | 7 | 91 | -2.4 | -20 | -3 | 11 | ·
Cc1nc(N2CCN(c3ccccc3)CC2)nc2c1C(=O)CC(C)C2 (stereo not drawn) | 44 | 1 | 2 | 1 | -1 | 121 | 1.9 | -15 | -6 | 18 | -44
O=C(CSc1ccc2nnc(-c3ccccn3)n2n1)Nc1ccccc1C(F)(F)F | 15 | -4 | -2 | 4 | 26 | 110 | -1.3 | -5 | 4 | 6 | ·
CCN(C(=O)CSc1nc2ccc(C)cc2[nH]1)C1CCS(=O)(=O)C1 (stereo not drawn) | -9 | -19 | -1 | -7 | 1 | · | -0.6 | -6 | 0 | -8 | 9
O=C1CN(Cc2ccccc2)CC(=O)N1 | -3 | 8 | -1 | -9 | 3 | 110 | 0.6 | · | 2 | · | 3
O=C(COC(=O)CCc1c[nH]c2ccccc12)Nc1ccccc1 | -20 | -5 | -3 | 0 | 24 | 95 | 2.5 | · | -2 | -3 | 20
CC(C)c1cccc(C2=CC(=O)C[C@H](c3ccc(F)cc3)C2)c1 | 25 | -17 | · | -2 | 0 | 104 | 0.5 | -1 | -1 | 3 | -25
CC(=O)Nc1oc(-c2cccc3ccccc23)nc1C#N | -1 | -7 | · | -13 | 0 | 111 | 0.1 | 7 | -18 | 26 | 1
CCCCC(=O)Nc1ccc(C(=O)NCC(=O)OC)cc1 | 22 | -7 | -7 | 9 | -1 | 101 | -0.6 | 1 | -6 | -9 | -22
COc1ccc2c(c1)c(=O)oc1c(C)c(OC(C)C(=O)NCC3CCC(C(=O)O)CC3)ccc12 (stereo not drawn) | 26 | -2 | · | 5 | 3 | 105 | -1.8 | 6 | -6 | 0 | -26
O=C(NC1CC1)C1=C[C@@H](c2csc3ccccc23)C[C@@H](OCCCCO)O1 | -5 | -2 | · | -5 | -4 | 105 | -0.8 | 9 | -5 | 10 | 5
Cc1cccc(CS(=O)(=O)Cc2ccc(C(=O)NCc3ccccc3)o2)c1 | -8 | -1 | -1 | -2 | -5 | 103 | -0.6 | -1 | -10 | 2 | 8
CC(=O)Nc1ccc(NC(=O)CN(c2ccccc2Cl)S(C)(=O)=O)cc1 | -43 | -6 | -5 | -3 | -1 | 106 | -0.2 | 22 | 5 | 5 | 43
COc1ccc2nc(NC(=S)N(C)C)sc2c1 | 37 | -7 | 3 | -3 | -2 | 104 | -1.9 | -21 | -2 | 37 | -37
COc1ccc(C2=NS(=O)(=O)N(C)C(C(=O)NCc3ccccn3)=C2)cc1 | 10 | -3 | · | 10 | -3 | 101 | -2.1 | -3 | -3 | · | -10

Reformatted: results already given.
Cc1nc(N2CCN(c3ccccc3)CC2)nc2c1C(=O)CC(C)C2 (stereo not drawn)
- SR-BI HDL uptake: 44
- PKA-R2B act: 1
- NSD2 HMT inh: 2
- PKA-R1A act: 1
- Arr AP2 block: -1
- Pemphigus Ab inh: 121
- CDK5 p35 inh: 1.9
- Mot1-301 SUMO: -15
- dFosB act: -6
- MITF act: 18
- SR-BI DiI-HDL act: -44
O=C(CSc1ccc2nnc(-c3ccccn3)n2n1)Nc1ccccc1C(F)(F)F
- SR-BI HDL uptake: 15
- PKA-R2B act: -4
- NSD2 HMT inh: -2
- PKA-R1A act: 4
- Arr AP2 block: 26
- Pemphigus Ab inh: 110
- CDK5 p35 inh: -1.3
- Mot1-301 SUMO: -5
- dFosB act: 4
- MITF act: 6
- SR-BI DiI-HDL act: ·
CCN(C(=O)CSc1nc2ccc(C)cc2[nH]1)C1CCS(=O)(=O)C1 (stereo not drawn)
- SR-BI HDL uptake: -9
- PKA-R2B act: -19
- NSD2 HMT inh: -1
- PKA-R1A act: -7
- Arr AP2 block: 1
- Pemphigus Ab inh: ·
- CDK5 p35 inh: -0.6
- Mot1-301 SUMO: -6
- dFosB act: 0
- MITF act: -8
- SR-BI DiI-HDL act: 9
O=C1CN(Cc2ccccc2)CC(=O)N1
- SR-BI HDL uptake: -3
- PKA-R2B act: 8
- NSD2 HMT inh: -1
- PKA-R1A act: -9
- Arr AP2 block: 3
- Pemphigus Ab inh: 110
- CDK5 p35 inh: 0.6
- Mot1-301 SUMO: ·
- dFosB act: 2
- MITF act: ·
- SR-BI DiI-HDL act: 3
